Screening data deposited in PubChem by several laboratories.
Neddylation inh – inhibitors of human cullin neddylation. P61081+Q13564. TR-FRET cullin neddylation, biochemical. calls only at 25 µM. actives 0.58% (n = 360,000). AID 651699; in the data active = inhibition above about 36%
LMPTP block – LMPTP (human) inhibition; P24666; AID 651560; inhibition, % at 20 µM; actives 0.22% (n = 360,000); recombinant LMPTP-A, OMFP fluorogenic substrate, fluorescence intensity;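 active = compounds that cut the enzyme signal by at least half of the control window in the single-dose screen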;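 also: plate controls were DMSO wells with enzyme plus substrate for no effect and substrate without enzyme for full effect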
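Test system – LMPTP-A phosphatase enzyme · Quantity – 0.625 nM LMPTP-A final · Reagent – OMFP substrate, 400 µM final · Dosing – one test concentration per compound, 20 µM, with 3% DMSO overall · Timing – 50 min enzyme reaction at room temperature, protected from light · Detection – fluorescence intensity · Controls – substrate-only low control, DMSO enzyme-plus-substrate high control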
SKN-1 inh – inhibitors of C. elegans SKN-1 | AID 624304 | inhibition, % at 21.8 µM | actives 0.49% (n = 360,000) | C. elegans VP596 Pgst-4::GFP/RFP ratio, acrylamide-induced, 24 h;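 active = interference check ratio from 0.5 to 1.5 plus GFP to RFP signal ratio inhibition reaching or exceeding a fixed threshold, cut at about 30% in these data, passing the limit was not always enough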; also: some compounds called inactive have numbers as strong as hits
Tb MetRS inh – blocks T. brucei methionyl-tRNA synthetase activity; purified T. brucei MetRS, ATP depletion, Kinase-Glo luminescence; inhibition, % at 11.9 µM; actives 0.4% (n = 360,000);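 active = inhibition above a per-plate cutoff of the control wells' mean inhibition plus 3 SD, cut at about 5.5% in these data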;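 also: 0% = DMSO wells median and 100% = median of wells with control inhibitor compound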
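Measured by: Kinase-Glo luciferase luminescence reporting remaining unconsumed ATP. Material: purified T. brucei MetRS enzyme. Doses: 11.9 µM compound single dose, 0.9% DMSO. Medium: HEPES buffer containing pyrophosphatase, BSA, spermine, DTT. Times: 15 min preincubation, 2 h reaction, all 25 °C. Reagent: methionine, ATP and bulk E. coli tRNA.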
Scp-1 inhibitor – inhibitors of human Scp-1 phosphatase; Q9GZU7; inhibition, % at 20 µM; actives 0.88% (n = 340,000); Recombinant Scp1, phosphopeptide, malachite green phosphate absorbance; AID 493091;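 active = inhibition above about 50% at 20 µM, limit read from the data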;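 also: plate controls were DMSO wells with enzyme for no effect and wells lacking enzyme for full effect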
Target sequence (Q9GZU7 76-261 limits assumed): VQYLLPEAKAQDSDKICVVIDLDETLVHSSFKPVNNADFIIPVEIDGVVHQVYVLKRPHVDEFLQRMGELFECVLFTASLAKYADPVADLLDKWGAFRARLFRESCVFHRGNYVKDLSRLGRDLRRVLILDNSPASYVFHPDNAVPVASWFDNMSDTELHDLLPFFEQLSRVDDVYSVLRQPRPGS
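System: truncated SCP-1 phosphatase (76-261aa); medium: Tris acetate buffer pH 5.5 with MgCl2 and Tween-20; incubation: 45 min room-temperature reaction, 5 min colour, 30 min stabiliser; compound: single 20 µM dose, 1% DMSO; reagent: Phosphorylated 17-residue peptide substrate; read-out: % inhibition at 20 µM; technique: colorimetric free-phosphate detection, absorbance 630 nm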
SUMO1-SIM PPI – alters human SUMO1 binding to SIM partners. P63165. SUMO1 binding to a labelled peptide, TR-FRET, 1 h. inhibition, % at 20 µM. actives 0.33% (n = 360,000); in the data active = inhibition above about 37%
NadD block – NadD (S. aureus) enzyme inhibition | purified NadD enzyme, colorimetric absorbance read-out | inhibition, % at 20 µM | actives 0.78% (n = 360,000) | AID 602399; in the data active = inhibition above about 26%; also: some compounds past the cut are filed as inactive
NRP1-CendR mod – modulators of CendR peptide binding to human neuropilin-1; FAM-RPARPAR peptide binding to NRP-1, fluorescence polarization; inhibition, % at 25 µM; AID 602438; O14786; actives 0.85% (n = 360,000);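 active = inhibition or corrected inhibition above about 18%, plus a signal ratio from 0.5 to 1.5, limit read from the data, passing the limit was not always enough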; also: strong numbers were not always called active
Target sequence (O14786 whole entry, looked up): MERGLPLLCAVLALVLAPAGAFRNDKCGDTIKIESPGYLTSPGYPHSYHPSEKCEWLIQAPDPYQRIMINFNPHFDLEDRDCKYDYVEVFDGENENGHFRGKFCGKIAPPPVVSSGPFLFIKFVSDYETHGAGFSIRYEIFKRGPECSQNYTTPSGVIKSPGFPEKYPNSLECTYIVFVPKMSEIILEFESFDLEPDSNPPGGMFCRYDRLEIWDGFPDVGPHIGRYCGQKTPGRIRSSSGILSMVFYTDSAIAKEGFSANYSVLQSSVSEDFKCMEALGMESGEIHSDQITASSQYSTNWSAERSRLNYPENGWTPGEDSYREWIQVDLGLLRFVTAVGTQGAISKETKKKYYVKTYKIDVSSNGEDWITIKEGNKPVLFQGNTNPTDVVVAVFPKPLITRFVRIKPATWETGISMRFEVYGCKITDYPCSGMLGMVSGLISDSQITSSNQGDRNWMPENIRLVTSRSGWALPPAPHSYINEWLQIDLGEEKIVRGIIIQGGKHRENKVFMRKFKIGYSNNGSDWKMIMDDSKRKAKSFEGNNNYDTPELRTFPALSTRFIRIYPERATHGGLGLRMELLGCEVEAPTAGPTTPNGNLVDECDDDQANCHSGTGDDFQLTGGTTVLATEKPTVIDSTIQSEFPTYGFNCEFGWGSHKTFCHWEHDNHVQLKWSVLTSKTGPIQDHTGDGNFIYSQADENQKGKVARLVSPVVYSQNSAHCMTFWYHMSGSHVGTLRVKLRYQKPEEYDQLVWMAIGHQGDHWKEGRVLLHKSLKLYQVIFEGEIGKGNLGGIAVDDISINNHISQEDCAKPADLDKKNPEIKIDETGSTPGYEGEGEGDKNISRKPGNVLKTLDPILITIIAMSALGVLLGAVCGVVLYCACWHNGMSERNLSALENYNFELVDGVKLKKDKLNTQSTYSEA
DNMT1 inh – DNMT1 (human) enzyme inhibition; DNMT1 molecular beacon, Hinp1I cleavage, fluorescence; inhibition (reported as % activation of signal), % at 10 µM; actives 0.83% (n = 360,000); P26358; in the data active = inhibition above about 50%
STEP block – inhibitors of human striatal-enriched phosphatase STEP; P54829; recombinant STEP, OMFP fluorogenic substrate, fluorescence; inhibition, % at 20 µM; actives 0.25% (n = 360,000); AID 588621;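 active = inhibition at 20 µM, scaled per plate between control wells, above about 37%, limit read from the data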;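 also: 0% = DMSO with enzyme and substrate and 100% = substrate only without enzyme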
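Material: STEP (striatal-enriched tyrosine phosphatase) enzyme, cell-free | Medium: 50 mM Bis-Tris pH 6.0 with 2.5 mM DTT and 0.005% Tween 20 | Read-out: Percent inhibition scaled to no-enzyme and uninhibited-enzyme controls, plate-pattern corrected | Signal: Fluorescence read at 480 nm ex / 540 nm em | Times: 20 min reaction, room temperature, in the dark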
The depositor's hits bear a star; i = inactive; · = no result given; + = active, no number. No enrichment for hits; 4.6% or so of the library scored in one or more.

SMILES	Neddylation inh	LMPTP block	SKN-1 inh	Tb MetRS inh	Scp-1 inhibitor	SUMO1-SIM PPI	NadD block	NRP1-CendR mod	DNMT1 inh	STEP block
CC(c1ccccc1)C(OC(=O)c1cccc([N+](=O)[O-])c1C(=O)O)c1ccccc1 (stereo unspecified)	i	-3.9	-11.0	-0.1	-18.1	-6.6	-4.6	14.0	1.9	2.2
C[C@H]1CN([C@@H](C)CO)C(=O)Cc2cc(NS(=O)(=O)c3cccs3)ccc2O[C@H]1CN(C)S(=O)(=O)c1cn(C)cn1	i	-1.7	-0.6	0.2	-0.3	5.0	-2.8	11.1	6.1	0.0
Cc1cccc(NCc2nnc(-c3ccccc3)o2)c1C	i	0.2	-1.4	-0.1	-4.7	-0.6	-7.7	4.6	-1.4	-5.7
CCOC(=O)c1sc(NC(=O)c2ccc3ncsc3c2)nc1C	i	-1.5	-14.0	-0.7	7.0	-5.7	-5.4	-6.8	0.8	0.9
COCCNC(=O)C(c1ccc(Cl)cc1)N(CCOC)C(=O)CCC(=O)Nc1ccccn1 (stereo unspecified)	i	-0.3	4.9	-0.1	-2.0	-0.6	-6.0	5.4	-0.9	2.0
Cc1nn(-c2ccccc2)c(C)c1C(=O)OC(C)C(=O)NC1CCCCC1 (stereo unspecified)	i	-3.3	24.4	-0.1	-2.2	-0.4	2.9	-2.0	-1.5	6.7
CCC1CCCCN1CCCNC(=O)Cn1c2ccccc2c2nc(=O)cc(C)n21 (stereo unspecified)	i	-0.3	4.9	0.1	0.0	-4.4	1.7	-2.8	3.7	-0.9
CCc1nn(CC(=O)NCCCN2CCc3ccccc3C2)c(=O)c2cc3sccc3n12	i	41.7	-2.1	0.0	-8.0	-11.3	10.1	6.7	-8.6	0.4
NC(=S)c1cc2cc(Cl)ccc2oc1=O	i	-1.4	-10.3	0.1	-6.6	-32.3	3.1	1.3	-1.3	1.3
Cn1c(/C(C#N)=C(\O)c2ccccc2Cl)nc2ccccc21	i	-1.5	0.0	-0.4	-11.4	3.2	-3.8	4.5	2.4	-0.3
CCN(CC)S(=O)(=O)c1cc(OCC(N)=O)c(C)cc1Cl	i	-0.8	-5.4	0.1	5.3	-1.9	-0.4	7.3	23.1	-1.0
CCCC(=O)Oc1ccc(N(C(=O)CCC)S(=O)(=O)c2cccs2)cc1	i	-1.5	-6.1	-0.2	-4.5	-5.5	-4.7	4.1	-5.3	-0.7
Cc1ccc(C2=N/C(=C/N3CCOCC3)C(=O)O2)cc1	i	1.4	25.6	-0.2	-1.1	-11.7	-0.3	-2.1	-1.4	-1.6
COc1cc(C(=O)OCC(=O)c2cc(C)n(C)c2C)cc(NC(=O)c2ccco2)c1OC	·	1.6	-20.1	-0.8	-9.0	-1.1	-14.5	-7.2	-2.3	0.2
Cc1cccc(OCCCn2c(=O)sc3ccccc32)c1	i	2.6	-19.0	-0.2	-6.7	-1.5	4.0	-5.0	6.3	0.0

Reprinted at random: 6 compounds from above, in no set order.
SMILES	Neddylation inh	LMPTP block	SKN-1 inh	Tb MetRS inh	Scp-1 inhibitor	SUMO1-SIM PPI	NadD block	NRP1-CendR mod	DNMT1 inh	STEP block
CCc1nn(CC(=O)NCCCN2CCc3ccccc3C2)c(=O)c2cc3sccc3n12	i	41.7	-2.1	0.0	-8.0	-11.3	10.1	6.7	-8.6	0.4
COc1cc(C(=O)OCC(=O)c2cc(C)n(C)c2C)cc(NC(=O)c2ccco2)c1OC	·	1.6	-20.1	-0.8	-9.0	-1.1	-14.5	-7.2	-2.3	0.2
CCN(CC)S(=O)(=O)c1cc(OCC(N)=O)c(C)cc1Cl	i	-0.8	-5.4	0.1	5.3	-1.9	-0.4	7.3	23.1	-1.0
Cc1nn(-c2ccccc2)c(C)c1C(=O)OC(C)C(=O)NC1CCCCC1 (stereo unspecified)	i	-3.3	24.4	-0.1	-2.2	-0.4	2.9	-2.0	-1.5	6.7
Cn1c(/C(C#N)=C(\O)c2ccccc2Cl)nc2ccccc21	i	-1.5	0.0	-0.4	-11.4	3.2	-3.8	4.5	2.4	-0.3
CC(c1ccccc1)C(OC(=O)c1cccc([N+](=O)[O-])c1C(=O)O)c1ccccc1 (stereo unspecified)	i	-3.9	-11.0	-0.1	-18.1	-6.6	-4.6	14.0	1.9	2.2

Additional compounds.
SMILES	Neddylation inh	LMPTP block	SKN-1 inh	Tb MetRS inh	Scp-1 inhibitor	SUMO1-SIM PPI	NadD block	NRP1-CendR mod	DNMT1 inh	STEP block
CNc1cc(CS(=O)c2ccccc2)nc(-c2ccccc2)n1 (stereo unspecified)	i	-2.0	-11.1	0.2	9.6	1.4	2.0	1.9	-1.0	-1.9
Cc1cccc(C(=O)Nc2ccccc2C(=O)OCC(=O)Nc2ccc(C#N)cc2)c1	i	3.2	9.2	-0.1	-20.1	-3.0	7.2	-10.5	-8.7	-3.8
O=C(COc1ccccc1)Nc1nc2cc3c(cc2s1)OCCO3	i	0.0	10.6	-0.1	1.0	-41.3	-2.2	8.6	0.7	0.7
CCOc1ccc(-c2nc(C#N)c(N3CCN(Cc4ccccc4)CC3)o2)cc1	·	0.8	-2.5	-1.0	2.9	4.3	-3.0	8.4	-5.0	2.3
O=C(O)c1cccc(S(=O)(=O)NNc2ccccc2C(F)(F)F)c1	i	5.8	3.8	-0.1	27.7	88.5*	2.5	1.2	9.2	44.4*
O=C(Nc1ccc2c(c1)OCCO2)C1CCN(C(=O)c2ccc(Br)cc2)CC1	i	0.1	11.2	-0.9	9.7	-4.1	-9.7	-15.3	-4.3	-0.8
Cc1cc(C)cc(NC(=O)CCc2ccc(C)o2)c1	i	-1.4	-5.0	0.6	-7.9	-2.6	-5.2	5.8	5.5	0.3
O=C(COC(=O)c1ccccc1O)NCc1ccc2c(c1)OCO2	i	-1.1	0.2	-0.4	-4.6	-0.1	-4.2	3.9	5.0	-2.7
CCOC(=O)c1c[nH]c2c(C)cc(C)cc2c1=O	i	-0.1	7.0	-0.7	-2.0	-0.9	3.5	2.9	7.1	0.2
CCOc1ccc(NS(=O)(=O)c2ccc(C(=O)NCC(c3ccco3)N3CCCC3)cc2)cc1 (stereo unspecified)	i	0.2	-4.0	-0.3	-5.7	3.9	-5.1	-10.3	-3.6	-2.0
Cc1cc(C)c(C)c(OCC(=O)O/N=C(\N)c2ccccn2)c1	i	2.1	-3.1	0.3	-1.6	1.3	0.5	1.9	-2.7	-11.2
COc1ccc(CCNC(=O)CSc2nc(=O)[nH]c3c2CCC3)cc1OC	i	-1.1	-5.7	-0.2	-6.9	0.3	-5.4	-0.7	1.6	-0.7
COc1cc(C(=O)OCC(=O)NC2CCCC2)cc(OC)c1OC	i	-0.4	-3.4	-0.8	-5.7	4.1	1.3	12.2	-0.2	-0.2
CC(=O)Oc1c(S(=O)(=O)c2ccc(C)cc2)c(C)nn1-c1ccccc1	i	-0.1	-27.7	2.1	26.7	3.7	2.2	-1.6	-0.9	-1.3
Cc1ccc(S(=O)(=O)NN=C2CCc3ccccc32)cc1	i	-0.9	-14.6	0.4	·	7.1	-0.5	15.5	-7.8	3.9
O=C(CCCN1C(=O)CCC1=O)Nc1ccc2c(c1)OCCO2	i	-0.3	4.2	-1.0	-6.7	-5.7	7.4	-9.7	-2.0	-1.3
O=S(=O)(Nc1ccccc1)c1ccc(NS(=O)(=O)c2c(F)cccc2F)cc1	i	-0.9	9.6	-0.5	-12.2	-3.9	1.7	6.0	-1.1	-2.0
O=C(c1cnc2sccn2c1=O)N(Cc1ccccc1)c1ccccn1	i	-0.8	-2.6	-0.8	-5.8	-2.6	-3.3	-6.1	4.2	-1.3
Cc1nn(C)c(NC(=O)c2ccc(Cl)cc2Cl)c1Br	i	-0.3	4.2	1.4	-0.9	-4.0	-1.9	-3.7	2.1	0.3
O=C(NC1CCCCC1)C1CCCN(S(=O)(=O)c2cnc[nH]2)C1 (stereo unspecified)	i	-1.8	-5.4	-0.2	-6.1	0.0	-3.4	3.7	-3.4	-3.7
Nc1c(C(=O)Nc2cccc(C(=O)O)c2)sc2nc3c(cc12)CCCC3	·	0.5	7.5	0.0	-4.4	-2.0	3.1	-14.0	6.6	-0.7
Cc1cccc(NC(=O)CN2C(=O)N/C(=C/c3cc(C)n(C(C)C)c3C)C2=O)c1	i	0.3	17.4	0.7	-1.3	-13.0	34.1*	-32.9	-13.9	6.5
O=C(CCSc1ccc(Cl)cc1)NC12CC3CC(CC(C3)C1)C2	i	4.3	21.7	-0.1	-9.0	-2.6	-4.1	20.6	2.4	1.6
CCN(CC)CCN(Cc1cc2cc3c(cc2[nH]c1=O)OCO3)C(=S)NCC(C)C	i	1.8	8.1	-0.3	3.0	2.1	-3.3	-2.9	-1.6	6.1
CCN1CCN(c2ccc(S(=O)(=O)N3CCOCC3)cc2NC(=O)/C=C/c2ccc(OC)cc2OC)CC1	i	1.8	-0.8	0.0	1.4	-15.8	-2.0	-12.0	-3.6	-1.1
CCCCCNC(=O)C(c1cccc2ccccc12)n1c(=O)c(-c2ccccc2)nc2ccccc21 (stereo unspecified)	i	2.8	6.2	-0.2	·	-19.7	·	-4.7	·	·
COC(=O)c1ccc2nc(-c3ccc(OC)c(OC)c3)c(Cc3ccccc3)n2c1	+	0.2	12.7	-1.6	·	1.9	1.7	-11.1	-2.1	2.5
CCCCn1c(N)c(N(Cc2ccccc2OC)C(=O)CSCC(=O)Nc2cccc(C)c2)c(=O)[nH]c1=O	i	1.6	-0.8	-0.3	-1.6	1.3	-1.4	15.8	-1.3	-1.9
COc1ccc(OC(C)C(=O)NCCC2=CCCCC2)cc1 (stereo unspecified)	i	0.7	1.3	0.8	-6.4	0.2	3.9	6.3	3.1	-1.8
CC(C)CCN1CC(C(=O)NCc2ccccc2)CC1=O (stereo unspecified)	i	-0.6	5.4	-0.8	1.5	1.0	2.7	-8.0	2.4	-0.3
CC(C)n1c(CN2CCN(C(=O)c3ccco3)CC2)nc2c1c(=O)n(C)c(=O)n2C	i	-1.5	6.3	-0.1	-4.7	3.3	-6.6	-1.0	1.0	-1.2
CC(C)CC(C(=O)O)N1C(=O)C2C3CC(C2C1=O)C1C(c2ccccc2)c2sc(=O)[nH]c2SC31 (stereo unspecified)	i	0.0	4.5	-0.6	-0.2	-0.3	3.8	-10.5	-1.2	-1.0
